Source: PubChem
BAZ2B block – blocks human BAZ2B; Q9UIF8; AlphaScreen BAZ2B-H3K14Ac peptide displacement; Potency, µM (highest dose often 114 µM), without a hit: at the highest dose activity change, negative = inhibition, actives largely listed as inhibitors; hit rate 4.4% among 360,000; AID 504333; further: potency means the concentration at half of the fitted maximal effect; on the % scale 0 is the no-effect control and ±100 the full control effect; nearly all actives have a fitted effect of over 60% in size
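AlphaScreen displacement: compounds (up to 110uM) incubated 30 min at room temperature with a preformed 50 nM BAZ2B/50 nM biotinylated H3K14Ac peptide complex in PBS pH 7.4 with Tween-20. Donor and acceptor beads at 10 ug/mL final added, 20 min light-protected before reading.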
G9a inh – G9a (human) methyltransferase inhibition | G9a H3K9 monomethylation, AlphaScreen, 2 h | Potency, µM (top dose mostly 102 µM), for inactives: top-dose activity, negative = inhibition, actives largely listed as inhibitors | hit rate 8.8% among 350,000 | AID 504332; further: potency means the concentration at half of the fitted maximal effect; on the % scale 0 is the no-effect control and ±100 the full control effect; nearly all actives have a fitted effect of over 75% in size
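G9a (20 nM) was preincubated 15 min with compound, then reacted 2 h at room temperature with 500 nM biotin-H3K9 peptide and 20 µM SAM. Monomethyl-H3K9 detected by AlphaScreen using anti-H3K9me1 antibody.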
Pin1 inh – human Pin1 inhibition | Q13526 | Pin1 FP peptide displacement, HiFluor488, 10 min | Potency, µM (top dose mostly 115 µM), inactives show at the highest dose activity, negative = inhibition, hits mostly inhibitors | hit rate 0.009% among 390,000; active means well fitted inhibition curve with a large enough effect in the polarisation, with a control signal flat, not every such curve was filed as active; inconclusive means small, poorly fitted or top-dose-only effect, or effect the other way, or a change in a side signal; inactive means no such curve, though single readings can be large or run the other way; the % refers to the polarisation; further: potency means the concentration at half of the fitted maximal effect; on the % scale 0 is the no-effect control and ±100 the full control effect
PI4K2A inh – PI4K2A (human) kinase inhibition; Q9BTU6; purified PI4K2A, ADP-Glo luminescence, 1 h; active compounds read low; activity change, negative = inhibition, % at 76.9 µM; hit rate 0.13% among 420,000; AID 1346378; in the data active means activity change below about -50%; inconclusive means mostly about -30% to -49%;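 further: -100% = wells without enzyme as full effect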
Target sequence (Q9BTU6 whole entry, looked up): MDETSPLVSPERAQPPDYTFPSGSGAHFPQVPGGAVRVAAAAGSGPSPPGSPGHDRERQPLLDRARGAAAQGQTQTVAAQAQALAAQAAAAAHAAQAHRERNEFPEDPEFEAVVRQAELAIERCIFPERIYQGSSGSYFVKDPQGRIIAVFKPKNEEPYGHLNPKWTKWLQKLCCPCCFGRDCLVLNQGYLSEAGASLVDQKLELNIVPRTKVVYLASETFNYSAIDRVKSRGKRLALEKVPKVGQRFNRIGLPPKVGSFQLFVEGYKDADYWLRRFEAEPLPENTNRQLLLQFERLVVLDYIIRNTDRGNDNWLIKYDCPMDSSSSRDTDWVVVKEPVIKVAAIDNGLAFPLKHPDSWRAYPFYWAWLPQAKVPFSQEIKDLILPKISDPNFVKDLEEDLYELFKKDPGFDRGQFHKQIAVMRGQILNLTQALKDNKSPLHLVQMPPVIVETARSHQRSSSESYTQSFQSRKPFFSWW
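ADP-Glo luminescence measured ADP generated by PI4K2A enzyme (4 ug/mL before mixing) with 1.2 mM PI substrate (pre-mix) and 300 microM ATP (pre-mix). Tris pH7.5 buffer with MgCl2, Triton X-100; 1 h reaction at ambient temperature.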
Tb PGK inh – T. brucei PGK inhibition. Potency, µM (series often up to 57.5 µM), without a hit: at the top dose activity change, negative = inhibition, actives largely listed as inhibitors. hit rate 0.043% among 380,000. PGK/GAPDH coupled, Kinase-Glo luminescence, 60 min; further: potency means the concentration at half of the fitted maximal effect; on the % scale 0 is the no-effect control and ±100 the full control effect; nearly all actives have a fitted effect of over 60% in size
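Recombinant glycosomal PGK reaction used 1,3-bisphosphoglycerate generated in-well by GAPDH (100nM final) in 100mM TEA pH 7.6, 5mM MgCl2, 0.01% Tween-20. After 60 minutes at room temperature, ATP was read by Kinase-Glo Plus luminescence end-point.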
JMJD2A Tudor inh – blocks the human JMJD2A Tudor domain. O75164. AlphaScreen JMJD2A-Tudor / H3K4me3 peptide binding. Potency, µM (titrated, usually from 114 µM), for inactives: at the highest dose activity change, negative = inhibition, most hits filed as inhibitors. hit rate 4.4% among 390,000. AID 504339; further: potency means the concentration at half of the fitted maximal effect; on the % scale 0 is the no-effect control and ±100 the full control effect; nearly all actives have a fitted effect of over 50% in size
ERG-DNA inh – blocks human ERG Ets domain binding to DNA. Potency, µM (doses to about 76.9 µM), for the others: top-dose FP activity, negative = inhibition, usual class: inhibitors. hit rate 0.028% among 370,000. P11308. fluorescence polarization, His-ERG Ets domain / labelled DNA; active means well fitted inhibition curve with a large enough effect in the polarisation, with a control signal flat; inconclusive means small, poorly fitted or top-dose-only effect, or effect the other way, or a change in a side signal; inactive means no such curve, though single readings can be large or run the other way; the % refers to the polarisation;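 further: polarization taken with two DNA probes labelled with fluorescein and Texas red; potency means the concentration at half of the fitted maximal effect; % of control where 0% means no effect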
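His-tagged ERG Ets domain (1 uM in the protein solution; 300mM KCl, 50mM Tris-HCl, 1mM EDTA, 1mM DTT, pH 7.5) received compound, then a probe mix of 5 nM fluorescein-DNA and 100nM Texas-615-DNA. Fluorescence polarization was read for both dyes.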
HP1b chromo inh – blocks HP1-beta chromodomain binding to methylated histone tails; Potency, µM (titrated, usually from 114 µM), without a hit: at the highest dose activity change, negative = inhibition, most hits filed as inhibitors; P83916; AlphaScreen HP1-beta / biotin-H3K9me3 peptide binding; hit rate 0.56% among 390,000; further: potency means the concentration at half of the fitted maximal effect; nearly all actives have a fitted effect of over 70% in size; inactives centre near 23
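Compound inhibition of the preformed complex between 50 nM HP1-beta and 50 nM biotinylated H3K9me3 peptide was read by AlphaScreen. Buffer was PBS pH 7.4 with 0.01% Tween-20. Incubations ran 30 min at room temperature, with 10 ug/mL donor/acceptor beads.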
GLS inh – glutaminase GLS (human) inhibition | O94925 | GLS enzymatic activity, qHTS titration | Potency, µM (doses to about 45.5 µM), without a hit: at the highest dose activity change, negative = inhibition, actives largely listed as inhibitors | hit rate 0.21% among 410,000; further: potency means the concentration at half of the fitted maximal effect; on the % scale 0 is the no-effect control and ±100 the full control effect
Target sequence (O94925 whole entry, looked up): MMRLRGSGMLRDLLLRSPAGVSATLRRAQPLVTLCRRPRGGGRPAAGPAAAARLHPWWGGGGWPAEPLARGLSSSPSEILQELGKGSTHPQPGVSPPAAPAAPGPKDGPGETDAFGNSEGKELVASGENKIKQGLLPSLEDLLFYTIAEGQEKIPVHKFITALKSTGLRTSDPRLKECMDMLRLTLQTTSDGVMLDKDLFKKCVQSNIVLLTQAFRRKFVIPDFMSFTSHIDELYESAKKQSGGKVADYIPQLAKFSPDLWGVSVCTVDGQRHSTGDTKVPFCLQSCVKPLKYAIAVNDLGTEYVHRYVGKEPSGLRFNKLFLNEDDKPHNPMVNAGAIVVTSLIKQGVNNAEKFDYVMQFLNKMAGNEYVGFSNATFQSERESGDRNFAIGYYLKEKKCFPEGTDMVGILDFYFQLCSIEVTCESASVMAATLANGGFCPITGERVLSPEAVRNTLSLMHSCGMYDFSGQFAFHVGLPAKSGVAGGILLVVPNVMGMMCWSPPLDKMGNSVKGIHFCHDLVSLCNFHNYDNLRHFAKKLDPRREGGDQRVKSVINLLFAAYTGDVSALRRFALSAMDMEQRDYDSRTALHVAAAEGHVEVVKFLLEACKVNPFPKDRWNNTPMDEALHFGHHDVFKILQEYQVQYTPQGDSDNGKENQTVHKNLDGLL
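hKGA; 45 mM KH2PO4 pH 8.2 + 0.02% Tween-20; cpd via pin tool; 1 mM Gln soln; GluOx/HRP/Amplex Red; RT 30 min; fluor. t0 & final.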
An asterisk follows results filed as active; i = inactive; ? = inconclusive; . = no result given; [ ] = remark or other dose. Unless noted, the call rests on the fitted dose curve; in most records, active means well fitted curve in the direction sought with a large enough effect; inconclusive means small, poorly fitted or top-dose-only effect, or another doubt; inactive means no such curve, though single readings can be large; an effect the other way counts as inactive or inconclusive. Some of the compounds tested (hit frequency here may not be typical).

No.	canonical_smiles	BAZ2B block	G9a inh	Pin1 inh	PI4K2A inh	Tb PGK inh	JMJD2A Tudor inh	ERG-DNA inh	HP1b chromo inh	GLS inh
1	O=C1NC(=O)N(Cc2ccco2)C(=O)/C1=C/c1ccc(-c2cccc([N+](=O)[O-])c2)o1	35µM*	3.2µM*	?	?	?	14µM*	-2%	?	13%
2	CC(C)(C)c1ccc(S(=O)(=O)N2CC3CC(C2)c2cccc(=O)n2C3)cc1 (stereo not drawn)	-2%	-1%[12.7 µM]	4%	1	-8%	-6%	.	21%	-5%
3	O=C(Nc1ccc(F)c([N+](=O)[O-])c1)c1cccn(Cc2ccccc2)c1=O	-2%	2%[59 µM]	-7%	0	7%	-7%	-3%	12%	-14%
4	CC(=NCCc1ccccc1)c1c(O)[nH]c(=O)[nH]c1=O	-13%	?	5%	3	-5%	-4%	-5%	11%	-28%
5	N#Cc1ccc(NC(=O)CN2CCCC2)cc1Cl	-7%	-1%	6%	-3	-8%	-18%	-9%	13%	-5%
6	CCC(NC(=O)OC(C)(C)C)C(=O)Oc1cc(C)cc2oc(=O)c3c(c12)CCC3 (stereo not drawn)	2%	.	?	-1	0%	3%	-5%	31%	12%
7	COc1ccccc1-n1c(/C=C/c2ccccc2)nc2ccccc2c1=O	2%	11%[59 µM]	1%	-2	8%	-14%	2%	46%[activator]	12%
8	CCOC(=O)c1c(C)n(CC(O)CN2CCOCC2)c2cc(Br)c(OC)cc12 (stereo not drawn)	-37%	?	0%	5	i	-26%	-5%	13%	-1%
9	CC[C@H]1CC2CN3CCc4c([nH]c5ccccc45)C(C(=O)OC)(C2)C13 (stereo partly drawn)	.	.	-8%	1	9%	?	4%	-12%	8%
10	Cc1c(C=O)c2ccccc2n1Cc1cccc(F)c1	13%	5%[59 µM]	0%	2	i	?	-10%	?	-35%
11	N#CC(C#N)=C(C#N)c1ccc(Nc2ccccc2)cc1	-1%	3%[0.501 µM]	-7%	-8	-9%	?	3%	?	2%
12	COC(=O)C1=C(c2ccc(F)cc2OCc2ccccc2)C[C@@H]2CC[C@H]1N2C(=O)NCCOc1ccccc1Cl	2%	9%[0.501 µM]	7%	3	5%	-11%	1%	32%	2%
13	CC(C)c1ccc(-n2c(O)c(/C=N/NC(=O)c3ccccc3O)c(=O)[nH]c2=S)cc1	50µM*	.	41%[activator]	2	0%	79µM*	5%	20%	15%
14	COC(=O)CNC(=O)c1cn(CCC#N)nc1-c1ccc(F)cc1	-12%	14%[59 µM]	-5%	-1	-5%	-14%	-11%	17%	-1%
15	COc1ccc(Cl)cc1NC(=O)CN1C(=O)CN=C(c2ccccc2)c2cc(Cl)ccc21	.	?	9%	-1	7%	-35%	0%	0%	0%
16	O=C(Nc1ccc(Cl)cc1C(=O)c1ccccc1Cl)c1ccco1	2%	10%[12.7 µM]	-4%	0	-12%	-5%	-7%	23%	4%
17	Cc1nc2ccccc2c(=O)n1-c1ccc(Br)cn1	0%	.	-3%	-2	6%	-7%	1%	29%	7%
18	C/C=C1/CN2C3CC1C(CO)(C(=O)OC)C2Cc1c3n(C)c2ccccc12 (stereo not drawn)	-9%	?	0%	-5	-6%	-6%	14%	35%	8%
19	CC(C)(Cl)[N+](=O)[O-]	-6%	-8%[0.501 µM]	8%	3	7%	-21%	-2%	50%[activator]	2%
20	CN1CCN2c3ccccc3CC3(C(=O)N(C)C(=O)N(C)C3=O)C2C1 (stereo not drawn)	4%	.	7%	4	-9%	-4%	-5%	28%	1%

Laid out differently: results already given
Second line of a record – BAZ2B block	G9a inh	Pin1 inh	PI4K2A inh	Tb PGK inh	JMJD2A Tudor inh	ERG-DNA inh	HP1b chromo inh	GLS inh
11: N#CC(C#N)=C(C#N)c1ccc(Nc2ccccc2)cc1
 : -1%	3%[0.501 µM]	-7%	-8	-9%	?	3%	?	2%
12: COC(=O)C1=C(c2ccc(F)cc2OCc2ccccc2)C[C@@H]2CC[C@H]1N2C(=O)NCCOc1ccccc1Cl
 : 2%	9%[0.501 µM]	7%	3	5%	-11%	1%	32%	2%

Other records:
No.	canonical_smiles	BAZ2B block	G9a inh	Pin1 inh	PI4K2A inh	Tb PGK inh	JMJD2A Tudor inh	ERG-DNA inh	HP1b chromo inh	GLS inh
21	COc1ccc(CCn2c(NN=C3CCCC3)nc3c2c(=O)[nH]c(=O)n3C)cc1	-28%	-3%[59 µM]	1%	-1	-15%	-27%	9%	46%[activator]	15%
22	Cc1ccsc1C(=O)C1CCCN(Cc2cnn(C(C)C)c2)C1 (stereo not drawn)	-19%	2%	0%	1	.	-18%	-13%	21%	0%
23	CCC(c1ccc(C)cc1)N1C(=O)C2C3CCC(O3)C2C1=O (stereo not drawn)	3%	14%[12.7 µM]	0%	2	-10%	6%	-2%	11%	-2%
24	CCOc1ccccc1CNCCc1ccc2c(c1)OCO2	3%	13%	3%	-24	7%	-11%	-1%	21%	8%
25	C[C@]12CC[C@H]3C(CCC4(O)CC(O)CC[C@]34C=O)C1=CC[C@H]2c1ccc(=O)oc1 (stereo partly drawn)	-5%	23%	-4%	-2	.	-14%	3%	72%[activator]	4%
26	c1ccc(CN2CCc3nc4ccccc4cc3C2)cc1	-17%	10%	-19%	2	-3%	-17%	4%	21%	22%
27	CS(=O)(=O)NCc1nnc2n1-c1ccc(Cl)cc1C(c1ccccc1)=NC2	-26%	0%[59 µM]	0%	7	-1%	-7%	-1%	10%	-2%
28	C/C(=N\N=C(N)N)c1ccccc1	-7%	3%	0%	4	-12%	?	-5%	11%	-8%
29	COc1cc(C)c(C(=O)CC(=O)c2c(C)cc(OC)cc2C)c(C)c1	.	.	-4%	13	-6%	41%[activator]	2%	45%[activator]	11%
30	COc1ccc(N=Cc2c(O)n(C)c(=O)n(C)c2=O)cc1	-2%	4%	-7%	-1	-5%	-10%	-2%	30%	0%
31	CN(C)c1ccc(C=C(C#N)C#N)cc1	-21%	7%[59 µM]	12%	-6	-4%	-18%	0%	28%	10%
32	CCN1CCN(C(c2cccs2)C(C)NC(=O)Oc2ccccc2)CC1 (stereo not drawn)	5%	.	-2%	-1	-5%	-3%	1%	37%	7%
33	CC(=NCC1CCCO1)c1c(O)n(-c2ccccc2)c(=O)[nH]c1=O (stereo not drawn)	7%	14%	0%	12	-1%	-1%	2%	35%	-7%
34	Cc1ccc(-n2c(-c3nn(C)c(C)c3Cl)n[nH]c2=S)cc1	-31%	?	-10%	-20	-7%	?	2%	-15%	-7%
35	O=C(Cn1nc(-c2ccc(Cl)cc2)ccc1=O)N1CCC2(CC1)OCCO2	-5%	20%[59 µM]	-3%	3	-10%	-23%	3%	30%	-2%
36	CCCC(C)n1[nH]c(=O)c2c1NC(=O)CSC2c1ccc(OC)cc1 (stereo not drawn)	0%	21%[2.33 µM]	-5%	0	0%	-7%	2%	20%	5%
37	CC12CN3CCN(C1)CC(C)(C3)C2=NN	-4%	?	2%	1	8%	6%	0%	12%	-8%
38	N#Cc1cc2c(nc1SCC(=O)Nc1cccc(F)c1)C1CCN2CC1	-4%	4%[59 µM]	0%	0	2%	-8%	?	41%[activator]	9%
39	COC(=O)Cc1cc(=O)n(-c2ccccc2)[nH]1	-8%	-40%[12.7 µM]	?	1	-5%	?	.	-1%	11%
40	Cc1cc(O)c2c3c(c(=O)oc2c1)CCC(C)C3 (stereo not drawn)	7%	-2%	1%	-1	-6%	-2%	1%	25%	7%
41	CCOP(=O)(OCC)C(O)c1ccc2c(c1)OCO2 (stereo not drawn)	-1%	9%	-1%	1	3%	-5%	1%	47%[activator]	13%
42	COc1ccc(C(=O)C2CCCN(C3CSCCSC3)C2)cc1OC (stereo not drawn)	-19%	-24%	-1%	-2	-1%	-16%	12%	25%	-20%
43	c1ccc(CNC2CCCCCCC2)cc1 (tested in a mixture with another compound)	.	.	3%	-6	-8%	-4%	19%	42%[activator]	4%
44	O=C(Nc1ccccc1)N1CCC2(CC1)OCCO2	-2%	7%	2%	-4	0%	-4%	2%	29%	-4%
45	CC(=O)OC1C2CCC1C(N1CCCCC1)CC2 (stereo not drawn)	-3%	23%[59 µM]	2%	2	-8%	1%	-3%	31%	0%
46	CCOC(=O)c1ccc(NC(=O)CSc2nc3c(cc2C#N)N2CCC3CC2)cc1	-3%	10%[59 µM]	-4%	-10	i	4%	-2%	47%[activator]	1%
47	CCOP(=S)(OCC)SCCSCC	74%[activator]	8%[0.501 µM]	1%	-1	-10%	56%[activator]	-9%	119%[activator]	-3%
48	COc1ccccc1OP(=O)(Nc1ccc(Br)cc1)Oc1ccccc1OC	-22%	36%	5%	-4	i	-6%	6%	51%[activator]	-5%
49	CC(C)(C)NS(=O)(=O)c1ccc(OCC(=O)N2CCN(Cc3ccccc3)CC2)cc1	-17%	-25%	-1%	-2	i	-14%	25%	1%	0%
50	c1ccc2sc(N3CCNCC3)nc2c1	-15%	10%	-4%	0	1%	-16%	-5%	9%	-1%
51	COc1ccc(-n2c(CNCCc3ccc(C)cc3)nc3ccccc3c2=O)cc1	?	20%	0%	-1	4%	-33%	-9%	31%	-9%
52	COc1cccc(NC(=O)Cn2cc(C(=O)c3ccccc3)c3ccccc32)c1	-17%	-11%[59 µM]	11%	0	-1%	-26%	4%	16%	7%
53	Cc1ccccc1C(=O)NC(Oc1ccccc1)C(Cl)(Cl)Cl (stereo not drawn)	-3%	16%[59 µM]	2%	6	-7%	-4%	6%	23%	0%
54	CCc1ccc(N2C(=O)CC(=O)NC2=O)cc1	-23%	?	12%	-15	i	-10%	18%	26%	0%
